POLI inh: DNA polymerase iota (human) inhibition | Pol iota fluorescent replication assay, 10 min | Potency, µM (top dose mostly 115 µM), inactives show top-dose activity, negative = inhibition, usual class: inhibitors | 390,000 compounds, 1% hits | AID 588590
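Fluorescent replication assay read twice, at 0 min and 10 min after adding 50 nM (final) substrate. Enzyme (10 nM) and compounds were first incubated 15 min at room temperature; enzyme-free buffer wells were negative controls.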
APE1 inh: blocks human APE1 abasic DNA cleavage; P27695; recombinant APE1, TAMRA/BHQ-2 abasic DNA cleavage fluorescence; Potency, µM (doses to about 65.8 µM), inactives show at the highest dose activity change, negative = inhibition, actives largely listed as inhibitors; 350,000 compounds, 0.35% hits;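 further: plate controls were vehicle for no effect and reference inhibitor for full effect; nearly all actives have a fitted effect of over 55% in size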
Target sequence (P27695 whole entry, looked up): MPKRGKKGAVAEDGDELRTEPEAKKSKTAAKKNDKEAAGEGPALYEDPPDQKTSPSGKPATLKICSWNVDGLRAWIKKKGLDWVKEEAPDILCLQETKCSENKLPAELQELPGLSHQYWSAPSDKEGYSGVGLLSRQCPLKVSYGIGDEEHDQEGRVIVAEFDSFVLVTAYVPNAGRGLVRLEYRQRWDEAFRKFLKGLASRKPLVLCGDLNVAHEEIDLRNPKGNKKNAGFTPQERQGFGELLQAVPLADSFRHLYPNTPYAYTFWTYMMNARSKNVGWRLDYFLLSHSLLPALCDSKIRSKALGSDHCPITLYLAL
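APE1 at 0.75 nM preincubated 15 min at room temperature with compound. Reaction then started with 50 nM double-stranded THF-abasic substrate labelled with TAMRA/BHQ-2, and 525/598 nm fluorescence read kinetically. Activity taken as third-minus-first read difference, normalized to DMSO and NSC13755 controls.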
Pol kappa inh: blocks human DNA polymerase kappa activity | 400,000 compounds, 0.53% hits | Potency, µM (doses to about 107 µM), for inactives: at the highest dose activity, negative = inhibition, hits mostly inhibitors | purified Pol kappa, fluorescent DNA synthesis assay, 10 min | AID 588579 | Q9UBT6; further: on the % scale 0 is the no-effect control and ±100 the full control effect
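Kinetic fluorescence screen: compound preincubated 15 min RT with 10 nM enzyme; 50 nM substrate (final) initiates; reads at 0/10 min.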
Pol beta inh: blocks human DNA polymerase beta activity | AID 485314 | Pol beta primer extension/strand displacement, fluorescence kinetic | P06746 | Potency, µM (titrated, usually from 114 µM), for the others: top-dose activity change, negative = inhibition, usual class: inhibitors | 340,000 compounds, 1.3% hits; further: on the % scale 0 is the no-effect control and ±100 the full control effect
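10 nM enzyme + cpd, 15 min RT; start with substrate 50 nM final; read 0 min and after 10 min RT. Corrected, normalized data; 4-parameter Hill curve fit.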
G9a block: inhibitors of human histone lysine methyltransferase G9a; Q96KQ7; G9a H3K9 monomethylation, AlphaScreen, 2 h; Potency, µM (doses to about 102 µM), for the others: at the top dose activity, negative = inhibition, usual class: inhibitors; 350,000 compounds, 8.8% hits; further: on the % scale 0 is the no-effect control and ±100 the full control effect; nearly all actives have a fitted effect of over 75% in size
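Quantitative HTS format: methyltransferase activity on a biotin-tagged H3K9 peptide is measured by AlphaScreen, using a rabbit anti-monomethyl-H3K9 antibody with streptavidin donor and anti-IgG acceptor beads. Final levels are 20 nM enzyme, 500 nM peptide, 20 uM SAM; 2 h RT.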
BAZ2B inh: inhibitors of human BAZ2B bromodomain. Q9UIF8. AlphaScreen BAZ2B-H3K14Ac peptide displacement. Potency, µM (series often up to 114 µM), for the others: top-dose activity change, negative = inhibition, actives largely listed as inhibitors. 360,000 compounds, 4.4% hits. AID 504333; further: on the % scale 0 is the no-effect control and ±100 the full control effect; nearly all actives have a fitted effect of over 60% in size
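AlphaScreen luminescence quantifies BAZ2B engagement of H3K14Ac peptide; the protein and biotinylated peptide are both at 50 nM final, buffer PBS pH 7.4 with 0.01% Tween-20, all steps at room temperature.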
Pol eta inh: blocks human DNA polymerase eta activity. recombinant Pol eta, fluorescent DNA replication assay. Potency, µM (top dose mostly 114 µM), inactives show at the top dose activity change, negative = inhibition, most hits filed as inhibitors. 390,000 compounds, 1.2% hits; further: on the % scale 0 is the no-effect control and ±100 the full control effect
Target sequence (Q9Y253 whole entry, looked up): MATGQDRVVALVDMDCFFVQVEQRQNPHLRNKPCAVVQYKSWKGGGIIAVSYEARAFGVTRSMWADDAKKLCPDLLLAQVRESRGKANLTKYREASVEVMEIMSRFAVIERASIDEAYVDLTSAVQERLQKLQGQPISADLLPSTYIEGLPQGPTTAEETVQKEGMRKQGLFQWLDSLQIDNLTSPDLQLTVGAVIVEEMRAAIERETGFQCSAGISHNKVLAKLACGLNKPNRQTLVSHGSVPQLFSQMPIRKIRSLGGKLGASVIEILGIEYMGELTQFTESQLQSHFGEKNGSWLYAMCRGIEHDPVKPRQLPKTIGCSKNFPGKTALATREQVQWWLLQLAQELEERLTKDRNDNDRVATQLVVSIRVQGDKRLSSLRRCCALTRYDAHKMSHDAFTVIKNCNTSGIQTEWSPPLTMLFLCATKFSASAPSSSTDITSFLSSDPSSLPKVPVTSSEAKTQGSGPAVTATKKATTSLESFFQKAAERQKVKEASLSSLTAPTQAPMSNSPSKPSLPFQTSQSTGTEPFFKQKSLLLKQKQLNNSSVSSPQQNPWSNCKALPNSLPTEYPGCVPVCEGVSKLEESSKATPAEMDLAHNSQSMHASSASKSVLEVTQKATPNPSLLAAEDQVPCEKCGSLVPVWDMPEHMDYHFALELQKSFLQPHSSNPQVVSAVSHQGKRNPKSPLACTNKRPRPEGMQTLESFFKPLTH
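Fluorescent replication assay: 50 nM final substrate added after a 15 min room-temperature compound preincubation with 10 nM enzyme. Signal taken at 0 min and again at 10 min.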
BLM helicase inh: blocks DNA unwinding by human BLM helicase. P54132. recombinant BLM DNA unwinding, fluorescence dequenching. Potency, µM (top dose mostly 56.1 µM), inactives show at the top dose activity change, negative = inhibition, most hits filed as inhibitors. 350,000 compounds, 0.2% hits;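 further: plate controls were vehicle for no effect and no enzyme for full effect; nearly all actives have a fitted effect of over 35% in size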
Apoferritin bind: binds horse apoferritin like a general anesthetic; 350,000 compounds, 0.074% hits; apoferritin/1-aminoanthracene competitive binding, fluorescence; Potency, µM (top dose mostly 77.5 µM), for inactives: at the top dose activity change, negative = displacement, usual class: inhibitors; P02791; AID 485281; further: on the % scale 0 is the no-effect control and ±100 the full control effect; nearly all actives have a fitted effect of over 20% in size
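Read-out: endpoint 1-AMA fluorescence, excitation 380 nm and emission 535 nm, after compounds sit 10 min at room temperature with 10 uM horse-spleen apoferritin in 50% saturated 1-AMA/PBS. Values come from four-parameter Hill fits.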
Active calls of the source: *; ? = inconclusive; . = no result given; [ ] = another dose, or the depositor's remark. The call rests on the fitted dose curve; in most records, active means well fitted curve in the direction sought with a large enough effect; inconclusive means small, poorly fitted or top-dose-only effect, or another doubt; inactive means no such curve, though single readings can be large; an effect the other way counts as inactive or inconclusive. Potency means the concentration at half of the fitted maximal effect.

Start of the data: the first four entries, to show the layout:
SMILES	POLI inh	APE1 inh	Pol kappa inh	Pol beta inh	G9a block	BAZ2B inh	Pol eta inh	BLM helicase inh	Apoferritin bind
O=C(c1ccc(Cl)cc1)C1CCCN(Cc2ccc(Oc3ncccn3)cc2)C1 (stereo unspecified)	-16.3%	8.1%	-8.8%	-3.1%	?	-30.4%	-4.3%	-2.4%	-9.8%
COc1ccc(C(=S)N2CCOCC2)cc1OC(=O)c1ccc([N+](=O)[O-])cc1[N+](=O)[O-]	26.5%	-14.1%	0.1%	6.1%	39.8µM*	?	-15.9%	-1.4%	-8.1%
Cc1[nH]nc(SCC(=O)NC2CCCC2)c1[N+](=O)[O-]	-10.8%	2.0%	14.2%	-0.9%	-32.6%	-19.8%	-11.0%	-3.4%	-14.7%
COc1ccc(S(=O)(=O)N(C)CC(=O)O)c2ccccc12	8.1%	-3.9%	-5.0%	-2.1%	-3.5%[12.7 µM]	-5.0%	-4.4%	-0.3%	0.1%

This part in full, repeating the preview:
SMILES	POLI inh	APE1 inh	Pol kappa inh	Pol beta inh	G9a block	BAZ2B inh	Pol eta inh	BLM helicase inh	Apoferritin bind
O=C(c1ccc(Cl)cc1)C1CCCN(Cc2ccc(Oc3ncccn3)cc2)C1 (stereo unspecified)	-16.3%	8.1%	-8.8%	-3.1%	?	-30.4%	-4.3%	-2.4%	-9.8%
COc1ccc(C(=S)N2CCOCC2)cc1OC(=O)c1ccc([N+](=O)[O-])cc1[N+](=O)[O-]	26.5%	-14.1%	0.1%	6.1%	39.8µM*	?	-15.9%	-1.4%	-8.1%
Cc1[nH]nc(SCC(=O)NC2CCCC2)c1[N+](=O)[O-]	-10.8%	2.0%	14.2%	-0.9%	-32.6%	-19.8%	-11.0%	-3.4%	-14.7%
COc1ccc(S(=O)(=O)N(C)CC(=O)O)c2ccccc12	8.1%	-3.9%	-5.0%	-2.1%	-3.5%[12.7 µM]	-5.0%	-4.4%	-0.3%	0.1%
C=CCNC(=O)c1onc(CS(=O)(=O)c2cc(C)cc(C)c2)c1C(=O)NCC=C	9.7%	48.2%[activator]	9.6%	.	-0.5%[2.33 µM]	1.0%	-12.1%	.	.
COc1cc(CN2CCCC(C(=O)Nc3cccc(-n4cccn4)c3)C2)ccc1F (stereo unspecified)	19.0%	16.1%	-1.1%	11.5%	9.0%	-13.3%	-16.5%	0.9%	-21.4%
Cc1ccc(NC(=O)CN(C)C(=O)c2sc3cc(Cl)ccc3c2Cl)cc1	14.7%	1.3%	-4.1%	.	-19.3%	4.8%	-3.5%	.	.
COc1ccc(NC(=O)Nc2ccccc2OC)cc1	14.9%	-2.7%	-11.9%	-10.5%	5.8%[59 µM]	-5.5%	-15.3%	-14.5%	-9.1%
CCCCn1c(=O)n(CC2CCC(C(=O)NCCCOC)CC2)c(=O)c2sccc21 (stereo unspecified)	22.3%	.	18.6%	1.3%	6.6%[59 µM]	4.0%	-20.6%	-0.2%	0.7%
O=C(NCCO)c1nc2ccccc2s1	-0.5%	8.0%	-0.7%	2.7%	6.1%[59 µM]	9.8%	-7.3%	2.4%	-5.0%
Cc1cc(C)c2oc(C(=O)Nc3ccc(S(=O)(=O)N4CCCC(C)C4)cc3)cc(=O)c2c1 (stereo unspecified)	16.0%	1.9%	4.8%	13.3%	-2.8%[59 µM]	1.1%	-12.7%	-0.6%	-10.5%
Cc1ccc(NC(=O)c2ccc(CSc3nnc(C)s3)cc2)c(C)c1	23.1%	-6.4%	-7.7%	16.9%	12.1%	3.8%	1.5%	0.5%	-18.6%
Cc1cn(C2C=CC(CO)O2)c(=O)[nH]c1=O (stereo unspecified)	?	-4.1%	-0.5%	42.9%	-0.3%[59 µM]	7.1%	-9.1%	-11.3%	-0.6%
CCN1C(=O)C(O)(C2COC(C)(C)CC2=O)c2cc(Br)ccc21 (stereo unspecified)	-11.2%	-2.3%	-5.7%	1.9%	-4.0%[59 µM]	2.7%	-9.0%	-0.9%	-5.1%
N#Cc1ccccc1-n1c(N)c(C(=O)N2CCCC2)sc1=S	5.9%	6.1%	-18.1%	37.4%	19.8%[0.501 µM]	?	-11.5%	-2.4%	-17.2%
O=C(Cc1ccc(F)cc1)N1CCN(c2ccc(F)cc2)CC1	175.6%[activator]	-14.7%	-2.8%	?	-4.6%	6.9%	-20.9%	0.2%	-4.5%
NC(=O)NC(=O)COC(=O)CCCc1c[nH]c2ccccc12	18.4%	-8.1%	-15.9%	8.2%	.	-9.8%	-5.6%	-6.3%	?
CCOC(=O)c1[nH]c(C(=O)O)c(CCN(CC)CC)c1C	15.9%	-1.1%	0.4%[60.1 µM]	45.6%	6.2%	-2.6%	-6.9%	-0.8%	-6.2%
COc1ccc(OC)c2sc(NC(=O)C3=COCCO3)nc12	-18.0%	-3.8%	-1.8%	8.3%	-6.0%	7.4%	-12.4%	-4.0%	-2.3%
C=CCNC(=S)NNC(=O)c1csc(CC)c1	18.3%	1.9%	-1.2%	32.9%	12.5%[59 µM]	-2.2%	-14.4%	-2.5%	-5.6%
C[C@H](CO)N1C[C@H](C)[C@@H](CN(C)CC2CC2)Oc2c(NS(=O)(=O)c3ccc(F)cc3)cccc2C1=O	10.2%	-10.7%	-9.4%	.	.	.	-7.8%	.	.
CC(C)N(C(=O)Cn1c(Cl)nc2ccccc21)C(C)C	-11.9%	16.0%	4.6%	27.2%	.	5.4%	-14.8%	0.4%	-5.5%
CCOc1ncccc1C(=O)NCc1ccccc1	.	-2.6%	.	16.6%	-8.9%[59 µM]	2.3%	.	-4.0%	-13.1%
COc1ccc(-c2cc(C(=O)Nc3ccccc3N3CCOCC3)c3ccccc3n2)cc1OC	36.5%	-3.0%	3.2%	-25.0%	2.0%	-21.3%	-6.3%	-12.6%	6.5%
Cn1nnnc1SCc1cc(=O)n2ccsc2n1	29.2%	-0.4%	6.4%	3.0%	-3.6%	-1.7%	-18.6%	3.0%	-6.9%
CC(C)(C)NC(=O)Cn1nnc(-c2ccccc2Cl)n1	11.0%	-2.3%	-20.5%	4.4%	-34.6%[12.7 µM]	10.6%	-1.9%	-0.1%	-19.5%
CCn1c(/C=C/N(C(C)=O)c2ccccc2)[n+](CC)c2ccc(Cl)cc21	-17.3%	0.5%	9.2%	-2.0%	79.4µM*	?	-20.5%	3.1%	-1.8%
Cc1ccc(C(c2sc3ncnn3c2O)N2CC(C)CC(C)C2)cc1 (stereo unspecified)	-11.6%	-1.4%	-6.5%	-30.0%	-12.8%	0.5%	-9.7%	-1.1%	-8.6%
NC(=O)CSc1nccn1Cc1ccc2c(c1)OCO2	16.7%	1.4%	-16.3%	?	-0.5%	-8.9%	1.3%	-3.6%	-4.3%
COc1ccc(N(C(=O)C2CSC(=O)C2)C(C(=O)NC(C)(C)C)c2ccncc2)cc1 (stereo unspecified)	6.0%	-1.4%	-14.1%	3.3%	-4.0%[0.501 µM]	6.5%	-5.0%	-2.5%	-1.9%
N/C(=N\OC(=O)COc1ccc(Cl)cc1Cl)c1ccccn1	-32.9%	1.4%	1.7%	-19.8%	?	-13.8%	-2.0%	-5.7%	?
CN(C)c1ccc(/C=C(\C#N)C(=O)c2ccccc2)cc1	-3.6%	1.2%	5.8%	-26.4%	9.8%	15.4%	1.7%	-2.6%	-3.7%
Cc1nn(CC(=O)NCCCN2CCCCC2)c(=O)c2cc(-c3ccccc3)nn12	-3.5%	10.1%	0.0%	1.0%	12.8%	-4.4%	-0.1%	-5.7%	2.0%
O=C(O)c1cc(/C=N\O)ccc1OCc1ccccc1	14.0%	-4.9%	0.2%	?	-50.2%	-8.0%	-13.5%	0.4%	0.4%
CCSc1nc(-c2ccc(Cl)cc2)nc2c1Cc1c(CO)cnc(C)c1O2	16.5%	.	-4.7%	-15.3%	?	-16.0%	4.8%	0.5%	0.9%
COc1cccc(NC2=CC(c3ccc(C(C)C)cc3)N(c3cccc(OC)c3)C2=O)c1 (stereo unspecified)	-12.5%	.	-7.1%	-22.3%	?	?	-6.7%	-5.3%	2.0%
O=C(COc1ccccc1F)Nc1ccc2nc(SCC(=O)N3CCc4ccccc43)sc2c1	11.3%	.	-15.8%	3.3%	-7.2%[59 µM]	-2.1%	-0.8%	-2.6%	8.4%
COc1ccc2cc(C(=O)C3CCCN(C(=O)CCc4cnn(C)c4)C3)ccc2c1 (stereo unspecified)	-24.3%	8.6%	-16.8%	14.1%	.	-12.2%	-3.0%	2.4%	-4.7%
CC(C)Nc1nc(NC(N)=S)nc(NC(C)C)n1	19.5%	14.6%	4.0%	24.8%	2.51µM*	0.5%	-8.6%	-1.6%	-16.1%
Cc1ccc(NC(=O)CN2C(=O)C3(SCC(=O)N3c3ccc(F)c(F)c3)c3ccccc32)c(C)c1 (stereo unspecified)	2.5%	.	-8.2%	0.6%	-31.3%[59 µM]	0.2%[57.1 µM]	-23.3%	-8.4%	-10.1%
CCOc1ccc(-c2nnc(SCC(=O)NC3CCCCC3)nc2-c2ccc(OCC)cc2)cc1	11.7%	.	0.5%[60.1 µM]	-16.3%	-33.2%[59 µM]	-0.8%	-14.1%	-1.3%	-4.8%
CCOC(=O)NC(=O)CSc1nnnn1-c1ccc(Cl)cc1	10.4%	-2.2%	-10.2%	18.3%	16.5%[59 µM]	7.6%	-3.2%	4.2%	0.7%
Cc1c(C(=O)N(C)C2CC(C)(C)NC(C)(C)C2)oc2c(F)cccc12	50.7%[activator]	6.1%	-7.2%	11.9%	.	-4.2%	-2.7%	-2.0%	-9.3%
COc1cc(CC(=O)OCC(=O)NC(C)c2ccccc2)cc(OC)c1OC (stereo unspecified)	8.9%	28.7%	-16.3%	.	.	.	-13.3%	.	.
O=C(COc1ccc(Br)cc1)NNC(=O)c1ccc(-n2cncn2)c([N+](=O)[O-])c1	15.7%	-12.9%	-6.3%	.	?	-2.4%	-13.9%	.	.
Clc1ccc(Cn2ncc3c(N4CCCCC4)ncnc32)cc1	22.4%	-2.0%	3.7%	2.8%	16.5%[59 µM]	26.5%	0.4%	-4.6%	-12.4%
COc1ccc(/C=C/C(=O)NCC(=O)N/N=C/c2ccc(OC)cc2)cc1	-18.1%	-0.4%	-17.3%	3.6%	-1.9%	-2.8%	1.6%	-15.1%	-8.5%

Assay outcomes deposited in PubChem by National Center for Advancing Translational Sciences (NCATS).

Some of the compounds tested. The share of hits here may be higher or lower than overall.
